Source: PubChem
PP5 primary – PP5 (human) phosphatase inhibition | purified PP5c, OMFP substrate fluorescence | P53041 | 320,000 compounds, 0.18% hits | inhibition, % at 6.7 µM;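 active = inhibition above the campaign's mean inhibition across all tested compounds plus 3 SD, cut at about 9.5% in these data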;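 note: 0% = DMSO only and 100% = 100 µM cantharidin control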
PP1 inh – PP1-alpha (human) inhibition in PP5 counter-screen; P62136; AID 2235; inhibition, % at 6.7 µM; 320,000 compounds, 0.9% hits; purified PP1alpha, OMFP fluorescence;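 active = inhibition above the mean inhibition of all tested compounds plus 3 SD, computed separately for each screening campaign, cut at about 15% in these data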
proCasp7 act – counter-screen for procaspase-3 activators: activators of human procaspase-7; P55210; recombinant procaspase-7, Ac-DEVD-pNA absorbance 405 nm; D23A/D198A/D206A triple mutant, cannot self-cleave; scale: DMSO 0, 5 µM enzyme 100; activation, % at 8.5 µM; 330,000 compounds, 0.093% hits; AID 463210;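 active = percent activation above the screen-wide mean plus 3 SD, cut at about 25% in these data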
Target sequence (P55210 whole entry D23A/D198A/D206A): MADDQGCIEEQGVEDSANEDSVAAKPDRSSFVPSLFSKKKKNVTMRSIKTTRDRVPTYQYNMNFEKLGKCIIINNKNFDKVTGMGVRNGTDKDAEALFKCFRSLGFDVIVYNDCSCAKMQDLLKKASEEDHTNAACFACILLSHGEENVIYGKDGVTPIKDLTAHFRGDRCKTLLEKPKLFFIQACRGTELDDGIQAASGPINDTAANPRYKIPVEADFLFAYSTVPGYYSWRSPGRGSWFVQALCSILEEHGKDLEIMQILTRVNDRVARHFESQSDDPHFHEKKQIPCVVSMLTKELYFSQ
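Replicates: singlicate. Assay system: Procaspase-7 triple mutant (PC-7 D3A). Signal: 405 nm absorbance of p-nitroaniline. Times: 1 h preincubation, 2 h reaction. Buffer or medium: Zinc-free HEPES pH 7.4 with 300 mM NaCl, 0.01% Triton X-100. Also added: DEVD-pNA substrate. Benchmarks: DMSO wells as 0%, DMSO with 5 µM added PC-7 as 100%.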
GRK2 inh – blocks RNA aptamer binding to human GRK2 | P25098 | bead flow cytometry, FAM-aptamer displacement from GRK2 | inhibition of aptamer binding, % at 10 µM | 330,000 compounds, 0.59% hits | AID 488847;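 active = inhibition of aptamer binding above 40%, roughly 3 SD of noise, on plates passing a quality check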;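 note: median bead fluorescence of bound FAM aptamer so fluorescent compounds give negative values; no value below 0 was filed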
procasp3 activ – activates human procaspase-3; P42574; recombinant procaspase-3 D3A, Ac-DEVD-pNA absorbance 405 nm; activation, % at 8.5 µM; 330,000 compounds, 0.11% hits; AID 463141;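 active = activation above the mean of all tested compounds plus 3 SD, cut at about 21% in these data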;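 note: 0% = DMSO alone and 100% = DMSO wells spiked with extra 5 µM PC-3 D3A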
Target sequence (P42574 whole entry D9A/D28A/D175A): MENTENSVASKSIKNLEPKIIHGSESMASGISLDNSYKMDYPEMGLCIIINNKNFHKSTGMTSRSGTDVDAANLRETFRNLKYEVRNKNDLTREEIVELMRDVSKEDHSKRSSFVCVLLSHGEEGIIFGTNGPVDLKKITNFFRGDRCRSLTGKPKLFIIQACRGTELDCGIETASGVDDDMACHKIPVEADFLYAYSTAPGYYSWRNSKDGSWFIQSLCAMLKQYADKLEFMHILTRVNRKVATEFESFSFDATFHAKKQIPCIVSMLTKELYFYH
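System: Procaspase-3 D3A mutant. Medium: Zinc-free 300 mM NaCl, 50 mM HEPES, 0.01% Triton X-100. Schedule: 1 h preincubation plus 2 h reaction at 25 °C. Measured by: 405 nm absorbance of p-nitroaniline, reads at 0 and 120 min. Read-out: percent activation relative to control range.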
CTSL1 counter – cathepsin L1 inhibition, PFM18AAP counter-screen. inhibition, % at 5.96 µM. AID 1906. recombinant F. hepatica cathepsin L1, Z-Leu-Arg-MCA fluorescence. 300,000 compounds, 0.49% hits;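 active = inhibition above the mean of all tested compounds plus 3 SD, set per screening campaign, cut at about 17% in these data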;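 note: 0% = plate median of test compound wells and 100% = 1 µM Z-Phe-Ala-diazomethylketone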
JMJD2C inh – blocks human GASC-1 demethylase activity; Q9H3R0; GST-JMJD2C(1-420) H3K9me3 demethylation, DELFIA europium; inhibition, % at 2.35 µM; 330,000 compounds, 0.069% hits;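 active = more than half of a compound's replicate wells show inhibition beyond 50%, single wells judged on their own value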;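 note: signal counts dimethyl H3K9 product captured on neutravidin plate; 0% = median of DMSO wells and 100% = 0.3 times that DMSO median; strong numbers were not always called active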
Target sequence (Q9H3R0 1-420 limits assumed): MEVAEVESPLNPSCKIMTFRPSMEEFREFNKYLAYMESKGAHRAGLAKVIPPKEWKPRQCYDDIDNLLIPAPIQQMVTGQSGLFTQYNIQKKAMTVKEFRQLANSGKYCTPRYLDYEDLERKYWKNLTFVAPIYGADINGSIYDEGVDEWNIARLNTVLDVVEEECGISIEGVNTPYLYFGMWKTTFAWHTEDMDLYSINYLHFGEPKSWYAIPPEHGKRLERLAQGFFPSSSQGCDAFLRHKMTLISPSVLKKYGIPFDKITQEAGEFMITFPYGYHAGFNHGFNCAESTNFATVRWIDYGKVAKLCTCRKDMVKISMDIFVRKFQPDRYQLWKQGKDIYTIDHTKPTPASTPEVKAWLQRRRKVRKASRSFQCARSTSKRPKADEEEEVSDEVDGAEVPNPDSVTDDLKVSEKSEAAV
VLA-4 inh – inhibition in a human VLA-4 binding assay. VLA-4 expressing cells, ligand binding flow cytometry. P13612. 330,000 compounds, 0.2% hits. inhibition, % (about 7 µM as worked out from the volumes in the protocol); in the data active = inhibition above about 50%
core dimer inh – blocks dimerization of HCV core protein. inhibition, % at 5 µM. 300,000 compounds, 0.33% hits. TR-FRET GST/Flag-core106 dimerization, 1536-well;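 active = inhibition above the mean of all tested compounds plus 3 SD, set per screening campaign, cut at about 45% in these data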
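System – GST-tagged and Flag-tagged HCV core protein residues 1-106 · Repeats – one well for each compound · Technique – TR-FRET 671 and 617 nm emission · Doses – one concentration, 5 µM, in 0.5% DMSO · Times – 4 h, 22.5 °C incubation · Also added – Eu donor and XL665 acceptor anti-tag antibodies · Measure – percent inhibition of core106 dimerization signal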
Starred values were filed as active, the others as inactive; x = not tested or not shown; & = joins results of further samples.

no.	structure	PP5 primary	PP1 inh	proCasp7 act	GRK2 inh	procasp3 activ	CTSL1 counter	JMJD2C inh	VLA-4 inh	core dimer inh
1	COc1ccc(C2(c3ccc(OC)cc3)NC(=O)N(CC(=O)NCC(C)c3ccccc3)C2=O)cc1 (stereo not drawn)	3.9	0.9	9.3	0.0	5.3	x	3.4	-9.7	x
2	O=C(CCC(=O)OCCCC(F)(F)C(F)(F)F)Nc1ccccc1	1.9	-1.4	1.3	8.0	1.3	-21.2	-7.5	-2.0	0.5
3	Cc1ccc(C)c(OCC(=O)Nc2ccccc2N2CCCC2)c1	4.0	1.2	-3.2	0.0	-0.7	3.0	-2.0	18.3	5.6
4	C=CCN1C(=O)c2ccc(C(=O)N3CCN(S(=O)(=O)c4ccccc4Br)CC3)cc2C1=O	-1.6	-4.7	4.9	0.0	6.9	-2.6	-7.7	8.0	6.1
5	COC(=O)CCC(=O)OC1(C)C(=O)C=C2C=C(C3CC3)OC=C2C1=O (stereo not drawn)	2.7	3.6	3.7	x	8.9	-5.4	1.0	x	20.5
6	COc1cc(C2C(C#N)=C(N)N(c3cccnc3)C3=C2C(=O)CC(C)(C)C3)ccc1O (stereo not drawn)	3.1	-7.7	0.9	0.0	8.0	-3.7	10.1	10.6	-0.9
7	O=C(Nc1nnc(SCCC2OCCO2)s1)C1CC(=O)N(c2ccccc2)C1 (stereo not drawn)	2.3	-1.1	9.6	1.0	1.6	2.0	5.8	-8.7	4.7
8	COC(=O)/C(=C\C(=O)c1ccccc1)Nc1ccc(OC)cc1	3.1	0.9	-8.3	0.0	1.7	1.7	-19.1	1.8	1.0
9	Cc1ccc(-c2c(C(=O)O)c(C(=O)O)c3n2CSC3)cc1	0.9	4.6	-7.4	1.0	5.2	-5.5	-17.2	0.5	5.4
10	COc1ccc(-c2cc(-c3cccs3)c(C#N)c(SCC(=O)NCc3ccccc3OC)n2)cc1	2.3	-3.4	0.2	0.0	4.5	-1.5	-10.9	9.2	-9.4
11	NS(=O)(=O)c1ccc(NC(=S)NCc2ccco2)cc1	0.6	3.0	-13.3	0.0	-5.4	-0.5	-4.7	8.6	0.9
12	CCN(CC)C(=O)c1n[nH]c(=O)c2ccccc12	0.0	-2.3	6.5	0.0	-2.7	-2.2	-21.1	3.0	-2.9
13	Cc1ccsc1-c1nc(CSCC(=O)N2CCN(c3ccccc3)CC2)c(C)o1	3.6	-1.9	6.8	0.0	3.6	-4.0	0.1	22.2	15.1
14	O=C(c1ccc(F)cc1)C1CCN(C(=O)c2c(F)cccc2F)CC1	1.6	-1.6	4.2	0.0	0.5	-3.8	-1.9	0.4	8.7
15	CCN(CCN(C)C)C(=O)c1ccc2c(c1NCCO)C(=O)c1ccccc1C2=O	0.9	-3.1	2.8	1.0	-0.1	0.0	77.2	1.9	-18.6
16	CSC1=N/C(=C\c2ccc(F)cc2)C(=O)S1	-0.3	-2.0	-11.9	0.0	-7.1	0.5	4.7	5.1	6.0
17	COc1ccccc1CCc1nnc(CCC(=O)NCCCOc2cccnc2)o1	1.9	0.0	-8.2	0.0	0.8	0.0	-9.1	14.9	-3.4
18	O/N=C1\CC/C(=N\O)c2nn(-c3ccccc3Cl)nc21	1.3	-4.6	10.7	1.0	8.8	-3.5	4.7	-2.1	-2.5
19	O=C1NC(CCc2ccccc2)C(=O)N1Cc1cccc2ccccc12 (stereo not drawn)	2.3	1.2	-2.6	4.0	0.2	-9.1	-3.6	8.4	-2.0
20	Cn1ccsc1=NC(=O)c1ccc(S(C)(=O)=O)cc1	-0.8	-1.4	-5.0	0.0	-1.9	5.5	-21.2	7.0	13.3

An excerpt of these results, with two lines to a compound.
Each structure is followed by: PP5 primary	PP1 inh	proCasp7 act	GRK2 inh	procasp3 activ	CTSL1 counter	JMJD2C inh	VLA-4 inh	core dimer inh
18. O/N=C1\CC/C(=N\O)c2nn(-c3ccccc3Cl)nc21
 : 1.3	-4.6	10.7	1.0	8.8	-3.5	4.7	-2.1	-2.5
19. O=C1NC(CCc2ccccc2)C(=O)N1Cc1cccc2ccccc12 (stereo not drawn)
 : 2.3	1.2	-2.6	4.0	0.2	-9.1	-3.6	8.4	-2.0

Additional entries follow.
no.	structure	PP5 primary	PP1 inh	proCasp7 act	GRK2 inh	procasp3 activ	CTSL1 counter	JMJD2C inh	VLA-4 inh	core dimer inh
21	COc1cc2c(cc1OC)-c1cc(Nc3ccccc3C)nc(=O)n1CC2	-1.1	2.3	-2.5	0.0	6.2	1.4	-4.7	1.7	0.2
22	COCCn1c(SCC(=O)Nc2ccccc2)nc2c(oc3ccccc32)c1=O	-1.4	0.7	6.9	0.0	2.0	-1.4	2.1	7.3	9.8
23	Cc1cc(C)n2nc(SCC(=O)N(C)c3ccccc3)nc2n1	0.8	3.9	7.4	0.0	1.5	1.4	-6.7	10.9	-11.9
24	COc1ccc(N(CC(=O)NCCC2=CCCCC2)S(=O)(=O)c2ccccc2)c(OC)c1	3.1	2.5	-7.1	0.0	4.0	4.2	-27.2	-10.2	11.2
25	Cc1ccc(C(=O)N2CC(C)CC(C)C2)cc1NC1=NC2CS(=O)(=O)CC2S1 (stereo not drawn)	1.0	-1.5	-0.1	1.0	-5.9	-0.2	3.2	-7.4	5.3
26	COCc1nn2c(N)c(-c3ccccc3)cnc2c1-c1ccccc1	2.6	0.5	-2.7	0.0	-1.9	4.5	4.7	-18.9	8.9
27	O=C(c1ccc2c(c1)C(=O)N(c1ccc(Cl)cc1)C2=O)N1CCN(c2ccccn2)CC1	1.0	-0.6	-0.7	0.0	-1.1	1.1	2.9	10.0	9.4
28	C=CCNc1nc2c(c(=O)n(C)c(=O)n2C)n1CCCCCC	0.3	-2.0	1.3	1.0	-4.2	1.7	-7.6	-21.9	-3.0
29	O=C(Cn1c2ccc(F)cc2c2nc3n(c(=O)c21)CCS3)NC1CCCC1	2.0	3.9	9.5	0.0	-3.6	0.8	0.9	0.6	11.8
30	COc1cc(C(=O)OC(C)CN2CCCC2)cc(OC)c1OC (stereo not drawn)	1.1	-1.8	-2.4	1.0	4.5	-2.0	27.7	-6.2	-8.8
31	Cn1cccc1/C=N/NC(=O)Cc1cccs1	1.7	2.0	-5.0	0.0	13.0	-0.3	-15.2	-0.5	-0.9
32	O=C(O)c1cccc(NC2=Nc3cccc4cccc2c34)c1	1.8	-3.8	-0.2	1.0	-2.8	0.0	1.6	-6.8	-5.4
33	COc1ccc([N+](=O)[O-])cc1NC(=O)C(C)OC(=O)C1c2ccccc2Oc2ccccc21 (stereo not drawn)	2.8	0.1	3.2	0.0	8.7	-10.9	-2.4	5.1	13.2
34	O=C(NC1CC2CCCC(C1)N2Cc1cccs1)c1ccc([N+](=O)[O-])cc1 (stereo not drawn)	1.3	-9.4	4.9	1.0	2.6	4.3	x	-4.2	-3.1
35	CC1(C)CC(=O)C=C(Nc2ccccc2O)C1	2.2	-0.2	6.2	2.0	-1.7	-3.5	0.1	10.5	0.1
36	CCC(=O)Nc1ccc2oc(-c3cccc(C)c3)nc2c1	1.4	-1.2	3.7	2.0	-0.8	-1.2	x	2.6	0.1
37	Cc1cc(C)c2c(N)c3ccccc3nc2n1	3.4	-3.6	-3.2	0.0	-7.7	-1.0	0.9	-5.9	-0.9
38	CCC(NC(=O)c1cc(COc2c(F)cccc2F)on1)c1ccncc1 (stereo not drawn)	5.3	-0.7	2.3	3.0	-3.2	-4.4	-3.3	-0.1	-11.1
39	CC1(C)CC(=O)c2c(n(S(=O)(=O)c3ccccc3)c3ccc(NS(=O)(=O)c4ccccc4)cc23)C1	6.8	7.0	1.7	12.0	11.0	-3.4	-6.6	16.6	31.3
40	O=C(c1cccc(C(F)(F)F)c1)C1CCCN(C(=O)Cn2cncn2)C1 (stereo not drawn)	2.2	8.8	8.9	1.0	6.2	4.6	4.0	10.4	-4.1
41	O=C(NCc1ccccc1)C1CCN(S(=O)(=O)c2cc([N+](=O)[O-])ccc2Cl)CC1	1.6	3.8	-6.2	3.0	3.0	4.2	20.3	1.7	2.6
42	O=C(NCC(=O)N(c1ccccc1)C(C(=O)NC1CCCC1)c1cccnc1)c1cccs1 (stereo not drawn)	-0.3	-0.8	-7.8	1.0	-3.4	-4.8	-3.1	-8.8	-0.5
43	COC(=O)c1sc2cc(C(F)(F)F)cnc2c1-c1ccccn1	1.6	-4.9	-3.3	1.0	-3.1	1.5	-3.5	6.3	6.4
44	Cc1cc(NC(=O)CC2CCCC2)ccc1Br	4.3	2.6	-2.0	0.0	5.8	-1.2	-32.2	4.0	-2.6
45	O=C(c1ccc(Cl)cc1)N1CCN(C(=O)c2ccco2)CC1	-0.3	-2.8	3.5	0.0	-14.1	0.2	3.4	6.6	-1.2
46	COc1cccc(CN(C)C(=O)CCc2nnc(-c3ccsc3)o2)c1	0.3	-1.6	7.0	0.0	6.3	2.8	-1.5	1.3	-0.9
47	Cn1c(C(=O)NC2CCCCC2)cc2c(=O)n(C)c3ccccc3c21	-1.5	6.0	3.2	0.0	10.9	-0.7	-26.1	-4.5	-60.3
48	CCc1nnc(NC(=O)c2ccc3c(c2)C(=O)N(CC)C3=O)s1	-2.8	-4.2	-3.9	4.0	1.7	-1.5	1.3	-0.1	1.0
49	COc1ccc(-c2noc(Cc3cccs3)n2)cc1	5.9	-0.2	-7.9	2.0	16.4	6.8	2.7	9.5	7.8
50	Nc1cc(=O)[nH]c(SCC(=O)Nc2cccc(Cl)c2Cl)n1	0.4	1.8	9.2	0.0	11.4	0.9	-26.9	5.9	3.6
51	NC(=O)c1ncc(C(F)(F)F)cc1Oc1ccc(C(F)(F)F)cc1	0.7	1.9	8.9	0.0	0.2	5.8	-2.3	3.3	1.1
52	COc1ccc(NC(=O)CCC(=O)Nc2nnc(CC(C)C)s2)cc1Cl	-0.9	-7.2	5.0	0.0	-4.5	-2.6	5.6	0.8	0.7
53	Cc1cccc(CS(=O)(=O)c2ncc(Cl)c(C(=O)Nc3nnc(C(C)C)s3)n2)c1	-0.5	-7.4	2.9	2.0	-8.8	-3.4	31.7	14.5	12.6
54	CCN1C(=O)C(=O)N(CC(=O)NC(C)CCc2ccccc2)C1=O (stereo not drawn)	-1.8	-3.9	1.3	0.0	-1.9	x	-4.7	5.5	x
55	CC(NC(=O)C1CCCCC1)C(c1cccs1)N1CCN(C)CC1 (stereo not drawn)	-0.3	0.3	3.1	0.0	3.1	2.0	1.6&8.5	5.1	-13.8
56	COc1nc2ccc(C)cc2cc1-c1noc(-c2cccnc2)n1	-0.6	0.2	1.0	2.0	-8.2	3.9	8.3	0.0	8.6
57	Cc1ccc(S(=O)(=O)c2ccc([N+](=O)[O-])cn2)cc1	-1.8	1.0	-15.5	4.0	-13.8	5.4	15.0	-5.5	7.5
58	O=C(NCc1ccc(Cl)cc1)c1ccc2c(=O)n(CC3CCCO3)c(=S)[nH]c2c1 (stereo not drawn)	0.6	0.1	11.3	0.0	0.2	-2.0	-8.6	-1.9	6.7
